C diff HTS = inhibitors of Clostridium difficile growth; growth activity, negative = inhibition, % at 16 µg/mL (by protocol); AID 1259249; Clostridium difficile clinical isolate growth, OD600, 24 h; hits give low values; hit rate 0.25% among 86,000;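 active means mean growth activity at or below -80% and every replicate also at or below -80%; inconclusive means mean at or below -80% but some replicate above -80%; inactive means mean growth activity above -80%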;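 further: 0% = DMSO wells and -100% = levofloxacin 16 µg/mL wells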
Pf Dd2 growth = inhibitors of Plasmodium falciparum Dd2 growth. P. falciparum Dd2 growth, SYBR Green, 72 h; hits give low values. activity change, % at 10 µM. hit rate 2.3% among 94,000; in the data active means activity change below about -80%; inconclusive means no clear call, values can overlap the other calls
Tcruzi prolif = blocks T. cruzi growth in NIH3T3 culture; T. cruzi beta-gal in NIH3T3, GalScreen luminescence, 90 h; AID 624255; hit rate 5.9% among 77,000; inhibition, % at 8.34 µM;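 active means mean inhibition above about 93%, with at least 55% of replicates each passing it, limit read from the data, passing the limit was not always enough; inconclusive means only one of those two conditions holds; inactive means neither condition holds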
GASC1 inh = KDM4C (human) demethylase inhibition; inhibition, % at 12.5 µM; Q9H3R0; hit rate 0.15% among 96,000; GST-KDM4C 2-372, H3K9me3 peptide, LANCE TR-FRET;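 active means mean replicate inhibition above about 25%, with at least 55% of replicates also reaching it, limit read from the data, passing the limit was not always enough; inconclusive means only one of those two conditions met; inactive means neither condition met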
Target sequence (Q9H3R0 2-372 limits assumed): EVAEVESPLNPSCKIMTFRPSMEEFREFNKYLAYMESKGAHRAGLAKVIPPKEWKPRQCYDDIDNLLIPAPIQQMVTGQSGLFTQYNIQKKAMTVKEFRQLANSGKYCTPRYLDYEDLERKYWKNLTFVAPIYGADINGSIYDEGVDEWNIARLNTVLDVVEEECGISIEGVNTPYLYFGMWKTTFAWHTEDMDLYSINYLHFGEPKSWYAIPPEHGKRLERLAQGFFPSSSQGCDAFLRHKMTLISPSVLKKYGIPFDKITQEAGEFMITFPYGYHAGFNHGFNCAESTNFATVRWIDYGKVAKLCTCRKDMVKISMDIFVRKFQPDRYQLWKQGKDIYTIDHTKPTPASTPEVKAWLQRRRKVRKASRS
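Compound: one test concentration per compound; Material: GST-GASC-1 enzyme fragment 2-372; Amount: GASC-1 enzyme at 10 nM final in reaction; Also added: H3K9me3 peptide substrate, Fe(II), 2-oxoglutarate; Technique: LANCE TR-FRET; Times: 30 min demethylation and 1 h detection at room temperature.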
* marks the source's active call; other numbers are inactive results; ? = inconclusive; · = not tested or not shown; & = joins results of further samples.

SMILES,C diff HTS,Pf Dd2 growth,Tcruzi prolif,GASC1 inh
Cc1noc(C)c1NC(=O)N[C@@H]1CC[C@H](CC(=O)NCc2ccc(Cl)c(Cl)c2)O[C@@H]1CO,·,20.6,-32.3,-0.7
CCNC(=O)C[C@@H]1CC[C@@H]2[C@H](COC[C@H](O)CN2C(=O)Nc2ccc(Cl)c(Cl)c2)O1,·,-4.2,-13.5,-0.4
C[C@@H]1CN([C@H](C)CO)C(=O)c2cc(NC(=O)CCC(F)(F)F)ccc2O[C@@H]1CN(C)S(=O)(=O)c1cccs1,·,3.7,-59.5,0.7
CC(C)C#Cc1ccc2c(c1)O[C@H](CN(C)Cc1ccncc1)[C@@H](C)CN([C@H](C)CO)S2(=O)=O,1.2,-67.9,?,-3.0
O=C(C[C@H]1CC[C@@H](NC(=O)Nc2ccccc2F)[C@@H](CO)O1)NCc1ccccc1,-3.5,12.3,-13.0,-1.0
CCCNC(=O)C[C@H]1CC[C@H]2[C@@H](COC[C@H](O)CN2C(=O)Nc2ccc3c(c2)OCO3)O1,·,1.2,18.0,0.9
C[C@H](CO)N1C[C@H](C)[C@H](CN(C)Cc2ccc(C(=O)Nc3ccccc3N)cc2)Oc2c(NC(=O)Nc3cccc4ccccc34)cccc2C1=O,3.3,?,·,-0.2
C[C@@H]1CN([C@H](C)CO)C(=O)c2cc(-c3ccccc3)cnc2O[C@@H]1CN(C)C(=O)c1cccc(F)c1,0.7,-17.9,-5.3,2.0
COc1cccc(-c2cnc3c(c2)C(=O)N([C@@H](C)CO)C[C@@H](C)[C@H](CN(C)C(C)=O)O3)c1,-3.6,21.1,-41.7,1.9
COc1ccc(S(=O)(=O)Nc2ccc3c(c2)C(=O)N([C@H](C)CO)C[C@H](C)[C@H](CN(C)C)O3)cc1,0.7,9.4,-11.4,2.1
C[C@H](CO)N1C[C@H](C)[C@@H](CN(C)Cc2ccc(C(=O)O)cc2)Oc2c(NS(=O)(=O)c3cccs3)cccc2C1=O,·,15.1,-115.1,-0.9
COCC(=O)Nc1ccc2c(c1)C(=O)N(C)[C@@H]1CC[C@H](CC(=O)NCc3ccccc3)O[C@@H]1CO2,9.5,-2.1,13.1,-2.5
CC(C)NC(=O)N(C)C[C@@H]1Oc2cc(-c3ccncc3)ccc2S(=O)(=O)N([C@H](C)CO)C[C@H]1C,1.9,-5.6,118.9*,14.7
Cc1ccc(S(=O)(=O)Nc2ccc3c(c2)C(=O)N([C@H](C)CO)C[C@@H](C)[C@@H](CN(C)S(=O)(=O)c2ccc(C)cc2)OCCCC[C@@H](C)O3)cc1,·,-79.0,93.3,-1.9
N#C[C@@H]1[C@@H](c2ccc(-c3ccccc3F)cc2)[C@H](CO)N1C(=O)C1CCC1,9.7,-12.3,20.9,-0.9
CN(C)CC(=O)N[C@H]1CC[C@@H](CCn2cc(CN(C)C)nn2)O[C@H]1CO,-13.5,8.6,20.3,2.7
CCC(=O)N(C)C[C@H]1Oc2cc(C#Cc3ccccn3)ccc2S(=O)(=O)N([C@@H](C)CO)C[C@H]1C,-3.7,·,3.4,-0.7
O=C(c1cccnc1)N1C[C@H]2[C@@H](c3ccccc31)[C@@H](CO)N2Cc1ccc2c(c1)OCO2,1.4,6.3,-20.1,9.0
Cc1ccccc1-c1ccc2c(c1)O[C@@H](CN(C)C(=O)Nc1ccccc1)[C@H](C)CN([C@@H](C)CO)S2(=O)=O,0.5,-11.5,-17.3,5.0
CO[C@H]1CN(C)C(=O)c2cc(NS(=O)(=O)c3ccccc3F)ccc2OC[C@H](C)NC[C@H]1C,·,9.9,-43.5,0.2
O=C(Nc1cc(F)ccc1F)N1C[C@H]2[C@@H](c3ccccc31)[C@H](CO)N2Cc1ccncc1,-0.4,-13.7,35.4,1.0
O=C(c1ccccc1F)N1CC(=O)N2[C@H](CO)[C@H](c3ccc(-c4cccnc4)cc3)[C@H]2C1,11.0,-85.7*,·,1.6
N#C[C@@H]1[C@H](c2ccccc2-c2ccccc2)[C@@H](CO)N1C(=O)Cc1ccncc1,-9.9,-36.7,·,-0.4
COC(=O)C[C@H]1C[C@@H]2c3cc(NS(=O)(=O)c4ccc(F)cc4)ccc3O[C@@H]2[C@@H](CO)O1,0.6,5.4,0.8,2.0
C[C@@H]1CN([C@@H](C)CO)C(=O)c2cccc(NS(=O)(=O)c3ccc(Cl)cc3)c2O[C@@H]1CN(C)Cc1ccc2c(c1)OCO2,6.0&-4.3,-12.0,·,-0.4
C[C@@H]1CN([C@@H](C)CO)C(=O)c2cc(NC(=O)CCN3CCOCC3)ccc2O[C@H]1CN(C)C(=O)Nc1ccc(F)cc1,4.3,40.3,14.8,-0.9
Cc1ccccc1S(=O)(=O)N1CCCCN2[C@H](CO)[C@H](c3ccc(-c4cccnc4)cc3)[C@@H]2C1,-11.7,-8.5,6.5,-0.7
C[C@@H]1CN([C@H](C)CO)C(=O)c2cc(NS(=O)(=O)c3ccc(F)cc3)ccc2O[C@H]1CN(C)Cc1ccc(Cl)c(Cl)c1,23.4,23.3,88.2,2.2
CN1c2ccc(-c3cccc(C#N)c3)cc2[C@@H]2[C@@H](CCN2S(=O)(=O)c2cccc(F)c2)[C@@H]1CO,4.0,27.9,24.6,-17.7
C[C@@H]1CN([C@H](C)CO)S(=O)(=O)c2ccc(C#Cc3ccncc3)cc2O[C@H]1CN(C)C,6.0,-54.6,64.6,-1.0

Ordered by value in Pf Dd2 growth (low to high): 3 from the list above.
SMILES | C diff HTS | Pf Dd2 growth | GASC1 inh
O=C(c1ccccc1F)N1CC(=O)N2[C@H](CO)[C@H](c3ccc(-c4cccnc4)cc3)[C@H]2C1 | 11.0 | -85.7* | 1.6
O=C(Nc1cc(F)ccc1F)N1C[C@H]2[C@@H](c3ccccc31)[C@H](CO)N2Cc1ccncc1 | -0.4 | -13.7 | 1.0
C[C@@H]1CN([C@@H](C)CO)C(=O)c2cccc(NS(=O)(=O)c3ccc(Cl)cc3)c2O[C@@H]1CN(C)Cc1ccc2c(c1)OCO2 | 6.0&-4.3 | -12.0 | -0.4

Shown as labelled records: 3 of the compounds above
> C[C@@H]1CN([C@@H](C)CO)C(=O)c2cc(NC(=O)CCN3CCOCC3)ccc2O[C@H]1CN(C)C(=O)Nc1ccc(F)cc1
  C diff HTS: 4.3	Pf Dd2 growth: 40.3	Tcruzi prolif: 14.8	GASC1 inh: -0.9
> Cc1ccccc1S(=O)(=O)N1CCCCN2[C@H](CO)[C@H](c3ccc(-c4cccnc4)cc3)[C@@H]2C1
  C diff HTS: -11.7	Pf Dd2 growth: -8.5	Tcruzi prolif: 6.5	GASC1 inh: -0.7
> C[C@@H]1CN([C@H](C)CO)C(=O)c2cc(NS(=O)(=O)c3ccc(F)cc3)ccc2O[C@H]1CN(C)Cc1ccc(Cl)c(Cl)c1
  C diff HTS: 23.4	Pf Dd2 growth: 23.3	Tcruzi prolif: 88.2	GASC1 inh: 2.2

Continuation.
SMILES,C diff HTS,Pf Dd2 growth,Tcruzi prolif,GASC1 inh
COc1ccccc1S(=O)(=O)N[C@H]1CC[C@H](CCNC(=O)C2CC2)O[C@@H]1CO,2.0,5.8,·,4.6
CC(C)CC#Cc1ccc2c(c1)O[C@@H](CN(C)C(=O)CC1CC1)[C@H](C)CN([C@H](C)CO)S2(=O)=O,-2.8,-67.5,·,0.6
C/C=C/c1ccc([C@@H]2[C@H](CO)N(C(=O)CC)[C@H]2CNC(=O)CC2CC2)cc1,·,1.8,15.7,0.6
CC(C)CC#Cc1ccc([C@@H]2[C@@H](CO)N3CCCCN(C(=O)NC4CCCC4)C[C@H]23)cc1,-6.4,-42.8,83.7,0.5
CC(C)NC(=O)N1CC2(C1)[C@@H](c1ccccc1)[C@H](CO)N2C(=O)C1CCCCC1,-2.0,20.5,·,-1.2
C[C@H]1CN([C@@H](C)CO)C(=O)c2cccc(NC(=O)C3CC3)c2O[C@@H]1CN(C)C(=O)Nc1cccc2ccccc12,-4.2,-6.2,47.6,3.0
CN1CCN(C(=O)C[C@@H]2C[C@@H]3c4cc(NC(=O)C5CCOCC5)ccc4O[C@@H]3[C@@H](CO)O2)CC1,1.6,0.9,-13.1,2.6
CO[C@H](CN(C)C(=O)c1ccccc1F)[C@@H](C)CN([C@H](C)CO)S(=O)(=O)c1ccc(F)cc1,·,22.4,10.3,2.9
COC(=O)[C@H]1[C@H](CO)[C@H]2Cn3c(ccc(-c4ccccc4F)c3=O)[C@H]2N1C(=O)CC1CC1,-3.0,8.6,-16.0,0.2
O=C(Nc1ccccc1)N1CC(=O)N2[C@H](CO)[C@H](c3ccc(C#Cc4cccnc4)cc3)[C@H]2C1,-9.3,15.2,·,0.1
CCC(=O)Nc1ccc2c(c1)C(=O)N(C)[C@@H]1CC[C@@H](CC(=O)NC3CCCC3)O[C@@H]1CO2,-10.4,-4.3,-14.1,-1.1
CO[C@H]1CN(C)C(=O)c2cc(NS(=O)(=O)c3ccc(Oc4ccccc4)cc3)ccc2OC[C@H](C)NC[C@@H]1C,·,-41.1,-24.4,-1.5
CN1CCCCN2[C@@H](CO)[C@@H](c3ccc(C4=CCCC4)cc3)[C@@H]2C1,0.4,29.4,41.6,3.3
CCCNC(=O)C[C@@H]1CC[C@H]2[C@H](COc3ccc(NC(=O)NCC)cc3C(=O)N2C)O1,-6.7,14.4,20.7,0.6
CCCC(=O)Nc1ccc2c(c1)C(=O)N(C)[C@@H]1CC[C@@H](CC(=O)N3CCCCC3)O[C@H]1CO2,-2.2,2.0,9.4,1.7
O=C(NC[C@@H]1[C@H](c2ccccc2)[C@@H](CO)N1C(=O)C1CC1)NC1CCCC1,-0.3,-70.2,16.9,2.0
OC[C@@H]1CC[C@@H]2O[C@H](CCc3ccc(-c4ccccc4)cc3)[C@@H](n3cc(C4CC4)nn3)C[C@@H]2O1,16.8,-8.0,·,·
C[C@H]1CN([C@@H](C)CO)C(=O)c2cc(NC(=O)Nc3ccc(C(F)(F)F)cc3)ccc2O[C@@H]1CN(C)C(=O)Nc1ccc(C(F)(F)F)cc1,4.6,-60.8,62.4,0.3
C[C@@H]1CN([C@H](C)CO)C(=O)c2cc(NS(=O)(=O)c3cn(C)cn3)ccc2O[C@H]1CN(C)C,2.2,-2.2,17.6,1.5
C[C@H](CO)N1C[C@H](C)[C@H](CN(C)CC2CC2)Oc2c(cccc2N(C)C)C1=O,5.5,-33.3,34.4,19.3
Cc1ccc(S(=O)(=O)Nc2cccc3c2O[C@@H](CN(C)C(=O)Nc2c(C)noc2C)[C@@H](C)CN([C@H](C)CO)C3=O)cc1,6.3,10.4,23.3,2.0
C[C@@H]1CN([C@H](C)CO)C(=O)c2cc(N(C)C)ccc2O[C@H]1CN(C)S(=O)(=O)c1ccccc1,-4.3,11.1,3.6,1.5
CN(C)C(=O)c1cccc(-c2ccc(C3[C@H]4CNC[C@@H]3N4S(=O)(=O)Cc3ccccc3)cc2)c1 (stereo partly specified),-7.4,-20.6,·,-0.6
C[C@@H]1CCCCO[C@H](CN(C)C)[C@@H](C)CN([C@@H](C)CO)C(=O)c2cc(NC(=O)c3ccccc3)ccc2O1,-0.5,7.8,26.5,0.2
CN1C(=O)c2cc(NC(=O)C3CCCCC3)ccc2OC[C@@H]2O[C@@H](CC(=O)NCC3CCCCC3)CC[C@H]21,3.6,4.8,·,1.6
Cc1cc(C(=O)Nc2cccc3c2O[C@@H](CN(C)C(=O)Nc2ccc4c(c2)OCO4)[C@H](C)CN([C@@H](C)CO)C3=O)n(C)n1,·,32.3,-77.2,0.9
O=S(=O)(NC[C@@H]1N[C@H](CO)[C@@H]1c1ccc(C2=CCCC2)cc1)c1ccccc1,-1.3,-68.9,68.5,-3.9
C[C@@H]1CN([C@@H](C)CO)C(=O)Cc2cc(NS(=O)(=O)c3ccc(F)cc3)ccc2O[C@H]1CN(C)S(C)(=O)=O,1.5,2.4,23.4,-0.1
CC=Cc1ccc2n(c1=O)C[C@H]1[C@H](CO)[C@@H](C(=O)NCCC)N(Cc3cccnc3)[C@@H]21 (mixture of isomers),3.7,·,8.1,2.1
O=C(Nc1ccc2c(c1)[C@@H]1C[C@H](CC(=O)N3CCOCC3)O[C@H](CO)[C@@H]1O2)C1CCC1,1.1,11.9,14.3,1.0
C[C@@H]1CCCCO[C@H](CN(C)Cc2ccc(C(=O)O)cc2)[C@@H](C)CN([C@H](C)CO)C(=O)c2cc(NC(=O)Cc3ccccc3)ccc2O1,-11.0,68.9,-34.3,1.7
C[C@@H]1CN([C@H](C)CO)C(=O)c2cc(C#CC3(O)CCCC3)cnc2O[C@@H]1CN(C)C(=O)Nc1ccc2c(c1)OCO2,6.7,7.2,·,-2.7
COc1ccc(S(=O)(=O)N(C)C[C@@H]2Oc3c(NC(=O)C4CC4)cccc3C(=O)N([C@H](C)CO)C[C@@H]2C)cc1,0.7,-19.1,-9.9,4.6
CC(C)NC(=O)N(C)C[C@@H]1OCCCC[C@@H](C)Oc2ccc(NS(=O)(=O)c3cn(C)cn3)cc2C(=O)N([C@H](C)CO)C[C@@H]1C,3.0,29.6,·,0.0
C[C@@H]1CCCCO[C@H](CN(C)S(=O)(=O)c2ccccc2)[C@@H](C)CN([C@H](C)CO)C(=O)c2cc(NS(C)(=O)=O)ccc2O1,2.3,6.2,6.3,-2.9

Screening results as filed in PubChem BioAssay.
